# Screens: PubChem, several laboratories
# P. falciparum M17LAP – P. falciparum M17LAP inhibitors, primary screen, biochemical, fluorogenic H-Leu-NHMec substrate, 1536-well (AID 1619); recombinant M17LAP, H-Leu-NHMec fluorogenic kinetic assay; higher % means a stronger effect; inhibition, % at 30 µM, or IC50 in µM where a hit was titrated; 220,000 tested, 0.38% active;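 active = compound inhibiting the enzyme by more than half at any dose during confirmatory dose-response retesting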;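 note: plate controls were full reaction with DMSO carrier for no effect and no enzyme background for full effect; strong numbers were not always called active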
# Yfh1-off respiration – enhancers of respiration in Yfh1-depleted yeast, dose response, Friedreich's ataxia, plus single-dose screen (AID 1465); 220,000 tested, 0.074% active; S. cerevisiae Yfh1-off respiration, WST-1 reduction, 72 h; higher fold induction means a stronger effect; fold induction at 50 µM; hits with a dose series show EC50 in µM;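 active = fold induction of absorbance versus untreated yeast above a set limit, then at least 30% activation at any dose in follow-up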;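 note: activators that raise dye reduction in frataxin-depleted yeast; strong numbers were not always called active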
# bCat nuc transl – alters nuclear translocation of beta-catenin in HeLa cells | immunofluorescence imaging | nuclear translocation activity, % at 5 µM | 190,000 tested, 0.3% active;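 active = nuclear translocation activity above 50% at 5 µM, with a well cell count of 50 or more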;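 note: per-cell ratio of nuclear to cytoplasmic median beta-catenin stain intensity; plate controls were DMSO negative control for no effect and GSK-3 inhibitor IX positive control for full effect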
#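 Signal – beta-catenin immunofluorescence imaging with DAPI · Test system – human HeLa cell line · Dosing – 5 µM primary single dose, 0.1% DMSO, 0.02–20 µM confirmation series · Measure – % activation, nuclear-to-cytoplasmic median beta-catenin signal ratio per cell · Incubation – 24 h compound exposure at 37°C, 5% CO2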
# T cell modulator – T cell immune modulation candidate. 2C CD8+ T cell-vesicle binding, flow cytometry; hits give low values. calls only at 7 µM. 330,000 tested, 0.068% active. AID 2052;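 active = response, share of CD8 T cells binding vesicles, and their 90th percentile fluorescence all below set limits, cut at about 80% in these data, passing the limit was not always enough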
#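 Material: 2C TCR transgenic mouse naive CD8+ T cells, MACS-purified. Also added: QL9-charged Drosophila Ld/ICAM-1/B7-1 vesicles. Timing: binding 1.5 h at 37 °C. Measured by: high-throughput flow cytometry with anti-B7-1 and anti-CD8 staining. Read-out: percent CD8+ FL2 mean versus row control. Controls: Unloaded micro-vesicles (low), QL9 vesicles with 0.7% DMSO (high).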
# WT yeast gro inh – growth inhibition of WT yeast, mitochondrial fusion screen | mitochondrial fusion phenotypic screen, WT strain | inhibition, % at 10 µM | 190,000 tested, 2.1% active; in the data active = inhibition above about 58%; tested in S. cerevisiae
# Autophagy mod – alters autophagy in cells; 190,000 tested, 0.98% active; MEF GFP-LC3 puncta imaging; test concentration mostly 10 µM; calls only at 10 µM (by protocol); AID 463193;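 active = percentage of spot-positive cells more than 3 SD above its plate mean, without a fluorescence outlier flag or 80% toxicity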;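 note: spot-positive cell cutoff set from DMSO-treated cells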
# M1AAP inhibition – malaria alanyl aminopeptidase activity blockers – biochemical, fluorogenic H-Leu-NHMec substrate, 1536-well (AID 1445) | recombinant M1AAP, H-Leu-NHMec fluorogenic kinetic assay; higher % means a stronger effect | one-dose inhibition, % at 30 µM; IC50 in µM for titrated hits | 220,000 tested, 0.42% active;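 active = primary inhibition above the hit cutoff, then over 50% inhibition at one or more dose response concentrations, cut at about 23% in these data, passing the limit was not always enough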;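 note: plate controls were DMSO full reaction for no effect and no enzyme background for full effect; strong numbers were not always called active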
# MT stabilize HCS – microtubule stabilization, imaging screen; 200,000 tested, 0.83% active; HeLa tubulin immunostaining HCS, 24 h; share of cells brighter than vehicle mean+2SD; % tubulin-high responders, % at 10 µM; AID 2205;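 active = plate Z-score above 3 for both tubulin-high and condensed-nucleus cell shares, with cell loss under 80%, at 10 µM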;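 note: anti alpha tubulin signal scored within the nucleus-defined area of each cell; some results filed as inactive read as strong as hits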
# Dynein cargo inh – dynein cargo transport inhibition; z-score, hits read low; 3617.4 mouse cells, GR-EGFP nuclear translocation imaging; test concentration mostly 20 µM; stimulated with dexamethasone, 1 µM; hits give low values; 220,000 tested, 0.47% active;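 active = plate z-score of nuclear minus cytoplasmic receptor signal below a set negative limit, without overly bright fluorescence or cell loss, cut at about -3.5 in these data, passing the limit was not always enough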;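 note: z-score of nuclear minus cytoplasmic ring GR-EGFP intensity difference per well; some compounds called inactive have numbers as strong as hits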
#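 Buffer or medium: Induction medium lacking tetracycline, stripped serum | Also added: Dexamethasone agonist, 1.0 µM final, for 30 min | Timing: 48 h induction, 1 h compound, 30 min dex at 37 °C | Detection: Formaldehyde fixation, Hoechst nuclear stain, 10x automated fluorescence imaging | Measure: Nuclear versus cytoplasmic GR-EGFP signal, averaged per well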
# WT yeast gro inh mutant strain – further read-out of WT yeast gro inh, marked with its call; inhibition, %; mitochondrial fusion phenotypic screen, mutant strain inhibition
# Dynein cargo inh cytoplasmic EGFP – also measured in Dynein cargo inh; calls as there; z-score; measured here: cytoplasmic GR-EGFP intensity; hits give high values
# Dynein cargo inh nuclear GR-EGFP – further read-out of Dynein cargo inh, marked with its call; z-score; measured here: nuclear GR-EGFP intensity;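 lower value marks the stronger effect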
# Dynein cargo inh cell count – recorded beside Dynein cargo inh, whose call it bears; z-score; measured here: cell count per field
# bCat nuc transl cell count 5 µM – further read-out of bCat nuc transl, marked with its call; cell count; measured here: cell count, cytotoxicity flag
# T cell modulator vesicle-bound % – also measured in T cell modulator; calls as there; double positive events, %; measured here: CD8+ vesicle-bound cell fraction;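 binding gate set so that unloaded-vesicle control wells show 10% double positive cells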
# MT stabilize HCS Hoechst-high % – second read-out of MT stabilize HCS, no call of its own (marks repeat the call); % Hoechst-high responders; measured here: nuclear condensation Hoechst responders;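 share of cells brighter than vehicle mean plus two SD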
# MT stabilize HCS cytotoxicity % – second read-out of MT stabilize HCS, no call of its own (marks repeat the call); toxicity, %; measured here: cytotoxicity by cell density;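 0% = mean cell density of plate MIN control wells and 100% = no cells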
# Autophagy mod cell loss 18 h – second read-out of Autophagy mod, no call of its own (marks repeat the call); toxicity, %; measured here: cell loss, nuclei count;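 cell loss after 18 h compound exposure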
# * hit, by the source's call; i = inactive; x = no result given.
# Second line of a record: P. falciparum M17LAP	Yfh1-off respiration	bCat nuc transl	bCat nuc transl cell count 5 µM	T cell modulator	T cell modulator vesicle-bound %	WT yeast gro inh	WT yeast gro inh mutant strain	Autophagy mod	Autophagy mod cell loss 18 h	M1AAP inhibition	MT stabilize HCS	MT stabilize HCS Hoechst-high %	MT stabilize HCS cytotoxicity %	Dynein cargo inh	Dynein cargo inh cytoplasmic EGFP	Dynein cargo inh nuclear GR-EGFP	Dynein cargo inh cell count
c1ccc(CCc2nn3c(C4COc5ccccc5O4)nnc3s2)cc1 (stereo unspecified)
→ -8%	i	0.2	1050	i	10	31	35	i	3	15%	9.0	3.2	6.2	-0.48	-0.27	-0.084	0.62
Cc1cccc(NC(=O)c2ccc(S(=O)(=O)N3CCCCC3)cc2)n1
→ 0%	i	-2.6	1214	i	51	12	-1	x	x	-1%	x	x	x	0.54	-0.77	0.74	-0.68
C=CCOc1ccc(/C=C2\SC(=S)N(CCC(=O)O)C2=O)cc1
→ 4%	i	0.5	1340	i	19	x	x	x	x	5%	x	x	x	0.82	-0.21	0.66	-0.45
COCCNC(=O)CCc1nc(-c2ccccc2)no1
→ 13%	i	-0.9	1077	i	54	-2	-2	i	4	-2%	1.9	1.8	6.4	-0.43	0.24	0.079	0.14
Cc1ccc(-n2nnnc2CSc2nnc(-c3ccc(O)cc3)o2)cc1
→ 9%	i	-2.9	756	i	50	-25	-1	i	-9	14%	3.3	4.2	9.0	0.4	-0.2	0.3	-1.1
O=S(=O)(c1cccc(-c2csc(N/N=C/c3ccco3)n2)c1)N1CCOCC1
→ -6%	i	0.3	1340	i	17	x	x	x	x	9%	x	x	x	2.5	0.017	1.2	-2.2
O=C(CN1CCc2[nH]c3ccccc3c2C1)N1CCCCC1
→ 6%	i	-0.1	1059	i	3	-6	-12	i	3	4%	7.1	2.0	11	-0.52	-0.12	-0.05	0.1
Fc1ccc(Br)cc1C1C=C(c2cccnc2)Nc2ncnn21 (stereo unspecified)
→ -29%	i	x	x	i	30	34	3	i	4	6%	18*	44*	38*	1.1	-0.022	0.99	-0.77
CC(C)NC(=O)NC(=O)CSc1nnc(COc2ccccc2F)n1C(C)C1CC2CCC1C2 (stereo unspecified)
→ 1%	i	1.0	1300	i	29	12	6	i	-4	-4%	2.5	1.1	7.2	-0.47	-0.24	-0.98	1.4
Cc1ccc(Nc2nc(N)nc(CSC(=S)N3CCOCC3)n2)c(C)c1
→ 0%	i	-1.9	1069	i	27	-9	-9	i	-6	8%	4.4	1.5	12	0.96	-0.24	0.64	-1.3
Oc1cc2c(cc1C(c1ccc(Cl)c(Cl)c1)N1CCCC1)OCO2 (stereo unspecified)
→ 0%	i	2.9	984	x	x	45	47	i	-25	11%	3.5	1.0	9.4	0.89	-0.25	0.48	0.025
CCOc1ccc2nc(SCC(=O)c3ccc(Cl)s3)sc2c1
→ -6%	i	-1.7	1111	i	29	5	-4	i	-3	0%	1.9	1.8	9.6	-0.65	0.068	-0.3	0.57
N=C1C(c2ccccc2)=C(O)CN1NC(=O)c1ccc(Cl)cc1
→ -3%	i	-0.9	1020	i	51	-21	9	i	-6	4%	3.1	2.5	9.4	-0.86	-0.27	0.086	0.6
CC(=O)Nc1cccc(NC=C(C#N)C#N)c1
→ -3%	i	-1.8	969	i	43	-1	-2	i	16	4%	3.2	2.2	6.9	-0.45	0.0069	0.098	-0.41
COC(=O)C1=C(C)NC(=O)C1(NC(=O)c1ccncc1)C(F)(F)F (stereo unspecified)
→ 3%	i	0.6	1099	i	61	-7	8	i	-7	2%	3.7	2.7	7.8	0.28	-0.27	0.82	-0.46
O=C(NNC(=O)c1sccc1-n1cccc1)c1cccc(Cl)c1
→ 11%	i	1.7	1104	i	24	14	11	i	-3	17%	0.3	2.0	7.2	-0.19	-0.2	-0.42	-0.44
COc1ccc(/C=N/N=C2\CC3CCC2(C)C3(C)C)cc1O (stereo unspecified)
→ 1%	i	-1.1	1101	i	42	-5	7	i	-10	3%	2.5	1.7	5.7	-0.84	-0.28	-0.3	0.15
COc1ccc(NS(=O)(=O)c2ccc(NS(=O)(=O)c3ccc(C)cc3)cc2)nn1
→ 20%	i	-5.9	917	i	28	9	1	i	2	4%	4.8	2.6	6.4	-1.7	-0.19	-0.36	0.93
O=C(NC(=S)Nc1ccccn1)c1ccc([N+](=O)[O-])cc1
→ 15%	i	0.2	525	i	49	7	5	i	10	4%	3.3	2.3	2.9	-0.085	-0.32	-0.23	0.6
Nc1ccc(Oc2ccc([N+](=O)[O-])cc2[N+](=O)[O-])cc1
→ 0%	i	x	x	i	29	-3	-3	i	12	5%	0.7	1.1	5.5	-0.44	0.11	0.1	-0.024
O=C1CCC(=O)N(O)CCCCCNC(=O)CCC(=O)N(O)CCCCCNC(=O)CCC(=O)N(O)CCCCCN1
→ -8%	i	-0.8	1063	i	61	x	x	x	x	0%	x	x	x	-0.78	-0.56	-0.11	-0.56
Cc1cc(=O)oc(C)c1C(=O)NCc1c(F)cc(F)cc1F
→ 11%	i	1.9	931	i	16	12	19	i	16	1%	4.7	3.3	4.7	0.2	-0.28	-0.086	-1.4
CCCn1nnnc1SCC(=O)N1CCN(C(=O)c2ccco2)CC1
→ -2%	i	-0.4	1044	i	36	-15	-15	i	1	-3%	3.3	1.7	0.7	-0.28	-0.21	-0.32	0.42
CCCC(=O)Nc1nc(-c2ccccc2)c(CC)s1
→ 4%	i	-0.1	1542	i	66	17	27	i	7	-1%	5.9	3.1	8.1	-0.71	-0.3	0.15	0.45
CCn1nc(C)c([N+](=O)[O-])c1C(=O)NNC(=O)c1ccc(Cl)cc1
→ 13%	i	4.7	1075	i	22	x	x	x	x	6%	x	x	x	0.56	-0.28	0.24	-0.4
CC1Cc2nc(SCC(=O)NCc3ccco3)n(Cc3ccccc3)c(=O)c2S1 (stereo unspecified)
→ 1%	i	-3.5	1164	i	35	2	0	i	7	16%	4.0	2.0	1.5	0.66	0.011	0.5	-0.48
CCC1Sc2ccccc2N(CC(=O)NC2CCCC2)C1=O (stereo unspecified)
→ 14%	i	-2.3	1220	i	33	14	10	i	-2	-3%	4.0	2.2	5.5	-0.49	-0.24	-0.55	0.95
O=C(CN1C(=O)NC2(CCCCCC2)C1=O)NC1CC1
→ -4%	i	-0.5	1034	i	39	0	6	i	2	1%	3.2	1.7	3.8	-0.27	-0.23	-0.28	0.71
COC(=O)c1[nH]c2cc(OC)ccc2c1NC(=O)c1c(F)cccc1F
→ -2%	i	0.8	1381	i	46	x	x	x	x	-6%	x	x	x	1.7	-0.24	0.64	-0.54
O=C(Nc1ccccc1F)c1cc(S(=O)(=O)N2CCCCC2)cs1
→ 2%	i	-0.1	1184	i	34	-1	-7	i	-8	8%	2.4	2.0	5.9	-0.86	0.21	-0.43	0.29

# 3 compounds from above, sorted by their value in Dynein cargo inh cytoplasmic EGFP, lowest first:
compound	Dynein cargo inh cytoplasmic EGFP
Cc1cccc(NC(=O)c2ccc(S(=O)(=O)N3CCCCC3)cc2)n1	-0.77
COc1ccc(NS(=O)(=O)c2ccc(NS(=O)(=O)c3ccc(C)cc3)cc2)nn1	-0.19
CCOc1ccc2nc(SCC(=O)c3ccc(Cl)s3)sc2c1	0.068

# Further structures follow.
# Second line of a record: P. falciparum M17LAP	Yfh1-off respiration	bCat nuc transl	bCat nuc transl cell count 5 µM	T cell modulator	T cell modulator vesicle-bound %	WT yeast gro inh	WT yeast gro inh mutant strain	Autophagy mod	Autophagy mod cell loss 18 h	M1AAP inhibition	MT stabilize HCS	MT stabilize HCS Hoechst-high %	MT stabilize HCS cytotoxicity %	Dynein cargo inh	Dynein cargo inh cytoplasmic EGFP	Dynein cargo inh nuclear GR-EGFP	Dynein cargo inh cell count
COc1ccc(NC(=O)c2cc3c(-c4ccc(OC)c(OC)c4)nn(C)c3s2)cc1OC
→ 5%	i	x	x	i	20	11	-1	i	3	11%	2.2	0.4	4.0	0.22	-0.23	-0.13	0.42
Cc1c(Cl)cn2c(=O)cc(CN3CCN(c4ccc(F)cc4)CC3)nc2c1Cl
→ -2%	i	3.5	1141	i	36	14	29	i	1	0%	8.1	1.0	4.5	0.66	-0.3	0.58	-0.79
O=C(N/N=C/c1ccc(OC(F)F)cc1)c1ccc(CSc2nc3ccccc3[nH]2)cc1
→ 2%	i	-1.2	1119	i	54	4	-4	i	30	3%	4.4	2.9	4.9	-0.62	-0.14	-0.32	0.27
CC(=O)SCCC(=O)N1C(C)CCCC1C(=O)O (stereo unspecified)
→ 12%	i	-5.0	1039	i	55	0	-2	i	-15	10%	2.4	2.6	12	0.2	-0.39	0.26	-0.52
O=S(=O)(c1ccccc1)c1nc(-c2ccccc2F)oc1NCc1cccnc1
→ 4%	i	-3.4	1033	i	36	-1	-2	i	-22	6%	2.8	1.5	11	0.28	-0.3	0.15	-0.27

# Individual results from the entries so far:
# Cc1ccc(-n2nnnc2CSc2nnc(-c3ccc(O)cc3)o2)cc1 in WT yeast gro inh mutant strain has -1
# Cc1cccc(NC(=O)c2ccc(S(=O)(=O)N3CCCCC3)cc2)n1 in Dynein cargo inh nuclear GR-EGFP has 0.74
